Screening data deposited in PubChem BioAssay by National Center for Advancing Translational Sciences (NCATS).
VP16 counter – Gal4-VP16 reporter inhibition counter-screen | Drosophila S2 Gal4-VP16 UAS-luciferase, luminescence, 20 h | Potency, µM (series often up to 53.6 µM), inactives show at the highest dose activity, negative = inhibition, usual class: inhibitors | 310,000 tested, 3.5% active | AID 2546;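 note: Gal4-VP16 expression switched on by copper sulfate through the metallothionein promoter; potency is the fitted concentration of half-maximal effect; % is set by controls: 0 for no effect and ±100 for the full control effect; nearly all actives have a fitted effect of over 50% in size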
ELG1 genotox – genotoxicity induction in ELG1-luciferase HEK293T cells; HEK293T ELG1-luciferase reporter, luminescence, 16 h; Potency, µM (doses to about 46 µM), for the others: at the highest dose activity change, positive = activation, usual class: activators; 330,000 tested, 1.3% active; AID 504466; note: potency is the fitted concentration of half-maximal effect; % of control where 0% means no effect; nearly all actives have a fitted effect of over 60% in size
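16 hr compound incubation (37 °C, 5% CO2) of HEK293T cells carrying luciferase-tagged ELG1; luciferase then measured by ONE-Glo luminescence after 30 min at RT.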
FLuc modulator – inhibits or activates purified firefly luciferase, miR-21 counter-screen; P08659; Potency, µM (series often up to 57.5 µM), without a hit: top-dose activity change, negative = inhibition, actives largely listed as inhibitors; 360,000 tested, 6.9% active; purified FLuc, Km substrates, luminescence inhibition;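 note: potency is the fitted concentration of half-maximal effect; plate controls were vehicle for no effect and reference inhibitor for full effect; nearly all actives have a fitted effect of over 55% in size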
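Purified P. pyralis luciferase (10nM final) with 10uM D-luciferin and 10uM ATP (Km levels) in 50mM Tris acetate pH 7.5, 10mM Mg acetate, 0.01% Tween-20, 0.05% BSA; qHTS 6-point titration, ~60 µM downward; luminescence read.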
NPC1 prom act – activates the NPC1 promoter; Huh7 NPC1 promoter luciferase reporter, 24 h; Potency, µM (doses to about 9.22 µM), for inactives: top-dose activation, actives largely listed as activators; 320,000 tested, 2.4% active; AID 485313;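 note: potency is the fitted concentration of half-maximal effect; % of control where 0% means no effect; nearly all actives have a fitted effect of over 60% in size; reporter is driven by a mutant NPC1 promoter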
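Huh7 reporter cells (NPC1 promoter driving luciferase) are dosed with compound for 24 h at 37 °C, 5% CO2; luciferase detection reagent is then added and luminescence measured after 10 min at ambient temperature.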
Tb PFK inh – blocks T. brucei phosphofructokinase; O15648; T. brucei PFK, ADP-Glo luminescence; Potency, µM (series often up to 57.5 µM), inactives show at the highest dose activity, negative = inhibition, actives largely listed as inhibitors; 330,000 tested, 0.17% active;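 note: potency is the fitted concentration of half-maximal effect; 0% = uninhibited 1x PFK enzyme wells and -100% = no-enzyme wells; nearly all actives have a fitted effect of over 60% in size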
Target sequence (O15648 whole entry, looked up): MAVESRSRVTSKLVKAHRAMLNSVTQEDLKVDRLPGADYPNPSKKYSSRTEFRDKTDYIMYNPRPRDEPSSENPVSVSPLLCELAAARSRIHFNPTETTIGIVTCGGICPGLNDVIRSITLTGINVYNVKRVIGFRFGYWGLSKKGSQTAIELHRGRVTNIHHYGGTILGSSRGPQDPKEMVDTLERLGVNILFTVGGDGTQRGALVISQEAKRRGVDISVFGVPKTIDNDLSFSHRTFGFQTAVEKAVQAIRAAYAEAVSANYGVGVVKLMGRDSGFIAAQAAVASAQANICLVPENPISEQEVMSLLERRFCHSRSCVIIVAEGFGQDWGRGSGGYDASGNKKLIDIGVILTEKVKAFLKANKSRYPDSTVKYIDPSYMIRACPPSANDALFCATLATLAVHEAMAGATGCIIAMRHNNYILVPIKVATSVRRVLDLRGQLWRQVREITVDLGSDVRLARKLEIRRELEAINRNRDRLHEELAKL
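Activity is normalized to no-enzyme wells (full inhibition) and 1.25 nM enzyme wells (no inhibition). Reaction: 0.5 mM F6P, 0.1 mM ATP, 45 min RT, ADP-Glo luminescence; concentration-response curves fitted and classed by quality.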
Giardia killer – Giardia lamblia killing. Giardia lamblia trophozoite viability. activity change, % at 7.66 µM, hits read low. 340,000 tested, 0.15% active. AID 540267; in the data active = activity change below about -80%; inconclusive = between about -30% and that limit;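 note: parasites exposed to compound for two days anaerobically before the ATP read; % is set by controls: 0 for no effect and ±100 for the full control effect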
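Each well holds 100 Giardia trophozoites and compound. After two days (48 hrs) at 37 deg C in anaerobic conditions, ATP is quantified by luminescence.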
uPA surface inh – cell surface uPA generation inhibition; cell surface uPA generation assay, qHTS; 330,000 tested, 0.31% active; Potency, µM (titrated, usually from 38.3 µM), for inactives: at the highest dose activity change, negative = inhibition, usual class: inhibitors; AID 540303; active = well fitted inhibition curve with a large enough effect; inconclusive = small, poorly fitted or top-dose-only effect; inactive = no such curve, though single readings can be large or run the other way; tested in mouse RAW 264.7 cells; note: potency is the fitted concentration of half-maximal effect; % is set by controls: 0 for no effect and ±100 for the full control effect; nearly all actives have a fitted effect of over 55% in size
Rab9 prom act – activators of Rab9 promoter | Huh7 Rab9 promoter-luciferase reporter, luminescence, 24 h | Potency, µM (titrated, usually from 9.22 µM), without a hit: at the highest dose activation, negative = inhibition, hits mostly activators | 320,000 tested, 2.8% active; note: potency is the fitted concentration of half-maximal effect; % of control where 0% means no effect; nearly all actives have a fitted effect of over 60% in size
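Huh7 reporter line, Rab9 promoter upstream of luciferase. Compound exposure 24 h at 37 °C in reduced-serum medium with 10% FBS. Read-out: luminescence.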
FBPA coupling cs – counter-screen for Giardia aldolase inhibitors: coupling enzyme system | coupling enzyme system counterscreen, AmpLite Red fluorescence | activity change, negative = inhibition, % at 58.2 µM, hits read low | 290,000 tested, 0.67% active | AID 2472; in the data active = activity change below about -30%; note: % is set by controls: 0 for no effect and ±100 for the full control effect
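Coupling enzymes only (glyceraldehyde-3-phosphate) + compound, at 57.5 uM final, 10 min RT; add substrate/coupling/AmpLite Red mix, 20 min RT; fluorescence ex 525/em 598 nm. Actives flag coupling-system interference.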
RORg inh – ROR gamma (mouse) transcription inhibition | Drosophila S2 Gal4-RORgamma UAS-luciferase reporter, 20 h | Potency, µM (top dose mostly 53.6 µM), without a hit: at the highest dose activity change, negative = inhibition, actives largely listed as inhibitors | 310,000 tested, 5.4% active | AID 2551; note: potency is the fitted concentration of half-maximal effect; % is set by controls: 0 for no effect and ±100 for the full control effect; nearly all actives have a fitted effect of over 60% in size
Target sequence (P51450 whole entry, looked up, the tested form may be a part): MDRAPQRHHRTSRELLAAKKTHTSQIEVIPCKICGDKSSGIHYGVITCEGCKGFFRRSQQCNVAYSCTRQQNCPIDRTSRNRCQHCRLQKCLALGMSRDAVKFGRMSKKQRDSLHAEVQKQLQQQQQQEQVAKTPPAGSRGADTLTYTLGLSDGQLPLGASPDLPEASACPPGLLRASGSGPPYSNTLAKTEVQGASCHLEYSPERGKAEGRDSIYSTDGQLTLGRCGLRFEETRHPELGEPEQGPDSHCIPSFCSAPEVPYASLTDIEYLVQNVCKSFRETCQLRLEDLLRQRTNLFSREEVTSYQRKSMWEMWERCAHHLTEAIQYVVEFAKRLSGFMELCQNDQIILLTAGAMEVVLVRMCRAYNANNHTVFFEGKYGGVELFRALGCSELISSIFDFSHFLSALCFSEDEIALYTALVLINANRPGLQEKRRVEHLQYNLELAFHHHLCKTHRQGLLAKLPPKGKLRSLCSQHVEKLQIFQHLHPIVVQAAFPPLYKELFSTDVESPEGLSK
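Drosophila Schneider cells stably carrying a metallothionein-driven Gal4 DBD–ROR gamma fusion and a UAS-Photinus luciferase reporter were exposed to compound for 1 hr, then induced with copper sulfate (700 uM final) for 20 hr at ambient temperature before luminescence reading.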
KCNH2 3.1 inh – blocks the human KCNH2 3.1 channel isoform; U2OS KCNH2 3.1, thallium flux FluxOr; hits give low values; activity change, % (tested at about 1.8 µM); 340,000 tested, 0.95% active;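 active = maximum activity change below -70%; inconclusive = maximum activity change from -70% to -50%; inactive = maximum activity change above -50%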;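 note: thallium influx rate constant from kinetic fluorescence after stimulation buffer; % is set by controls: 0 for no effect and ±100 for the full control effect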
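We transduce U2OS cells with the mutant 3.1 virus, culture them overnight, load FluxOr with Red40 quencher for 45 min, then add stimulation buffer and read kinetically for 2 min to derive a normalized rate constant.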
* hit, by the source's call; & = joins results of further samples; [ ] = dose if it differs, or a comment. Unless noted, calls come from the whole dose curve; as a rule, active = well fitted curve in the direction sought with a large enough effect; inconclusive = small, poorly fitted or top-dose-only effect, or another doubt; inactive = no such curve, though single readings can be large; an effect the other way counts as inactive or inconclusive. Compounds as they come; any-hit rate near 14%.

What do the screens show for `COc1ccc(C(CC(=O)c2ccccc2)CC(=O)c2ccccc2)cc1OC`?
VP16 counter: -7%[10 µM]; ELG1 genotox: 2%; FLuc modulator: 3%; NPC1 prom act: -3%; Tb PFK inh: 2%; Giardia killer: 8; uPA surface inh: -4%; Rab9 prom act: 0%; FBPA coupling cs: -2; RORg inh: 14%; KCNH2 3.1 inh: 1

Results for COc1ccc(C)cc1NC(=O)CCNS(=O)(=O)c1ccc2c(c1)CCC(=O)N2 ?
VP16 counter: -5%; ELG1 genotox: 2%; FLuc modulator: 1%; NPC1 prom act: -1%; Tb PFK inh: -5%; Giardia killer: 16; uPA surface inh: -14%; Rab9 prom act: 1%; FBPA coupling cs: 0; RORg inh: -9%; KCNH2 3.1 inh: -2

Results for Cc1nnc(N(C)C(=O)c2cccnc2)s1 ?
VP16 counter: 0%; ELG1 genotox: -2%; FLuc modulator: -2%; NPC1 prom act: -2%; Tb PFK inh: -10%; Giardia killer: 13; uPA surface inh: 2%; Rab9 prom act: -10%; FBPA coupling cs: 3; RORg inh: 24%; KCNH2 3.1 inh: -17

How did COc1ccccc1NC(=O)Nc1nc(CC(=O)Nc2ccc(OC)c(OC)c2)cs1 do in these assays?
ELG1 genotox: -5%; FLuc modulator: 1%; NPC1 prom act: 6%; Tb PFK inh: -2%; Giardia killer: 3; uPA surface inh: 15%; Rab9 prom act: 10%; KCNH2 3.1 inh: 1

Results for CCN1C(=O)C(CC(=O)Nc2ccc(Br)cc2)N(CCCc2ccccc2)C1=S (centres undefined) ?
VP16 counter: inconclusive; ELG1 genotox: -9%; FLuc modulator: 3%; NPC1 prom act: -2%; Tb PFK inh: 1%; Giardia killer: 16; uPA surface inh: 5%; Rab9 prom act: 2%; FBPA coupling cs: -1; RORg inh: inconclusive; KCNH2 3.1 inh: 3

How did O=C(C1=C[C@H](C2CC2)C[C@H](OCc2ccc(CO)cc2)O1)N1CCOCC1 do in these assays?
VP16 counter: 4%; ELG1 genotox: 5%; FLuc modulator: 0%; NPC1 prom act: 1%; Tb PFK inh: -6%; Giardia killer: -14; uPA surface inh: -7%; Rab9 prom act: 16%; FBPA coupling cs: 1; RORg inh: -12%

What do the screens show for `COc1cc2c(c(OC)c1OC)CC(=O)N(C)CC2`?
VP16 counter: -8%; ELG1 genotox: -2%; FLuc modulator: 4%; NPC1 prom act: -1%; Tb PFK inh: -1%; Giardia killer: -6; uPA surface inh: -1%; Rab9 prom act: 0%; FBPA coupling cs: 0; RORg inh: -21%; KCNH2 3.1 inh: -19

What do the screens show for `CC1CCc2c(C(=O)OCC(=O)Nc3cccc(S(=O)(=O)N4CCCCCC4)c3)csc2C1` (centres undefined)?
VP16 counter: -1%; ELG1 genotox: -8%; FLuc modulator: 3%; NPC1 prom act: 1%; Tb PFK inh: -1%; Giardia killer: 7; uPA surface inh: 16%; Rab9 prom act: -10%; FBPA coupling cs: 2; RORg inh: 42%

Results for C[C@@H](CO)NC(=O)c1ccc2c3n(nc2c1)-c1ccc(Cl)cc1CO3 ?
VP16 counter: -6%; ELG1 genotox: 7.3µM*; FLuc modulator: 3µM*; NPC1 prom act: 1.4µM*; Tb PFK inh: 2%; Giardia killer: -8; uPA surface inh: 4.5µM*; Rab9 prom act: 2.8µM*; FBPA coupling cs: -1; RORg inh: -36%; KCNH2 3.1 inh: 5

How did CC(C)(CNS(C)(=O)=O)SCc1ccc(Cl)cc1 do in these assays?
VP16 counter: -4%; ELG1 genotox: -6%; FLuc modulator: 3%; NPC1 prom act: -3%; Tb PFK inh: -4%; Giardia killer: 6; uPA surface inh: 3%; Rab9 prom act: -3%; FBPA coupling cs: -3; RORg inh: 19%; KCNH2 3.1 inh: -3

What do the screens show for `Cc1cc(C)c2c(N)c(C(=O)Nc3ccccc3Br)sc2n1`?
VP16 counter: -11%; ELG1 genotox: inconclusive; FLuc modulator: inconclusive; NPC1 prom act: inconclusive; Tb PFK inh: 1%; Giardia killer: -5; uPA surface inh: 5%; Rab9 prom act: inconclusive; FBPA coupling cs: 7; RORg inh: -11%; KCNH2 3.1 inh: -4

What do the screens show for `Cc1ccc(NC(=O)CCCn2nc(C)c3c(C)n(-c4ccccc4)nc3c2=O)cc1C`?
VP16 counter: -7%; ELG1 genotox: 1%[9.26 µM]; FLuc modulator: -3%; NPC1 prom act: 1%; Tb PFK inh: -1%; Giardia killer: 2; uPA surface inh: 5%; Rab9 prom act: 4%; FBPA coupling cs: -14; RORg inh: -2%; KCNH2 3.1 inh: -23

Results for CN1C(=O)C2(N=c3ccccc3=N2)c2ccccc21 ?
VP16 counter: -7%; ELG1 genotox: 8%; FLuc modulator: -16%; NPC1 prom act: 6%; Tb PFK inh: -1%; Giardia killer: -13; uPA surface inh: -12%; Rab9 prom act: 25%; FBPA coupling cs: 3; RORg inh: -20%[10 µM]; KCNH2 3.1 inh: 10

Results for CCOCCCN(C)C1CCN(C(=O)c2oc3ccccc3c2NC(=O)COc2ccc(F)cc2)CC1 ?
VP16 counter: 3%; ELG1 genotox: -9%; FLuc modulator: 0%; NPC1 prom act: -3%; Tb PFK inh: -10%; Giardia killer: -13; uPA surface inh: -8%; Rab9 prom act: -5%; RORg inh: -19%; KCNH2 3.1 inh: -100*

Results for COc1ccc(N2CCN(C(CNC(=O)C3CCCCC3)c3ccco3)CC2)cc1 (centres undefined) ?
ELG1 genotox: 1%; FLuc modulator: 2%; NPC1 prom act: -3%; Tb PFK inh: -9%; Giardia killer: -9; uPA surface inh: 13%; Rab9 prom act: -5%; KCNH2 3.1 inh: 12

What do the screens show for `CCCCOC(=O)c1ccc(O)cc1`?
VP16 counter: -1%; ELG1 genotox: 8%; FLuc modulator: inconclusive; NPC1 prom act: 1%; Tb PFK inh: 5%; Giardia killer: 4; uPA surface inh: -11%; Rab9 prom act: 1%; FBPA coupling cs: 4&-1; RORg inh: 27%[10 µM]; KCNH2 3.1 inh: 11

Results for O=C(/C=C/c1ccccc1)NCCSc1ccc(Cl)cc1 ?
VP16 counter: 2%; ELG1 genotox: 0%; FLuc modulator: inconclusive; NPC1 prom act: -3%; Tb PFK inh: 1%; Giardia killer: -3; uPA surface inh: 4%; Rab9 prom act: -4%; FBPA coupling cs: 0; RORg inh: -2%; KCNH2 3.1 inh: -3

Results for COc1cc(NS(=O)(=O)c2c(C(=O)N3CCOCC3)c(C)n(C)c2C)cc(OC)c1OC ?
VP16 counter: -1%; ELG1 genotox: -3%[9.26 µM]; FLuc modulator: -1%; NPC1 prom act: 1%; Tb PFK inh: 25%; Giardia killer: 16; uPA surface inh: -1%; Rab9 prom act: -3%; FBPA coupling cs: 0; RORg inh: -17%; KCNH2 3.1 inh: 5

Results for O=C1C2CCCN2C(c2cccc(F)c2)N1c1cccc(Cl)c1 (centres undefined) ?
VP16 counter: 0%; ELG1 genotox: 3%; FLuc modulator: 0%; NPC1 prom act: -2%; Tb PFK inh: 0%; Giardia killer: 0; uPA surface inh: -18%; Rab9 prom act: -24%; FBPA coupling cs: 1; RORg inh: -3%; KCNH2 3.1 inh: 7

Results for O=C(O)c1cccc2c1C(=O)c1ccccc1-2 ?
VP16 counter: -3%; ELG1 genotox: 0%; FLuc modulator: 0%; NPC1 prom act: -2%; Tb PFK inh: 1%; Giardia killer: -4; uPA surface inh: 5%; Rab9 prom act: -3%; FBPA coupling cs: -8; RORg inh: -3%; KCNH2 3.1 inh: 0

Results for CCOC(=O)C1C(=O)NC(C)C1c1ccccc1 (centres undefined) ?
VP16 counter: 1%; ELG1 genotox: 0%; FLuc modulator: 0%; NPC1 prom act: -3%; Tb PFK inh: 5%; Giardia killer: -19; uPA surface inh: 4%; Rab9 prom act: -2%; FBPA coupling cs: 0; RORg inh: -6%; KCNH2 3.1 inh: -20

Results for Cc1ccc(N2C(=O)C3C(c4ccccc4)(C2=O)C3(c2ccccc2)c2ccccc2)cc1 (centres undefined) ?
VP16 counter: 8%; ELG1 genotox: -14%; FLuc modulator: 0%; NPC1 prom act: -8%; Tb PFK inh: 3%; Giardia killer: 6; Rab9 prom act: -2%; FBPA coupling cs: -3; RORg inh: -24%; KCNH2 3.1 inh: 3

What do the screens show for `COc1ccc(NS(=O)(=O)c2ccc(OC)c3ccccc23)cn1`?
VP16 counter: -17%; ELG1 genotox: -7%; FLuc modulator: -3%; NPC1 prom act: 3%; Tb PFK inh: -2%; Giardia killer: 0; uPA surface inh: 4%; Rab9 prom act: 6%; FBPA coupling cs: -9; RORg inh: inconclusive; KCNH2 3.1 inh: -4

Results for O=C(/C=C/NNC(=O)c1ccccc1O)c1ccccc1 ?
VP16 counter: inconclusive; ELG1 genotox: 4%; FLuc modulator: 19µM*; NPC1 prom act: 18%; Tb PFK inh: 1%; Giardia killer: 17; uPA surface inh: -1%; Rab9 prom act: 14%; FBPA coupling cs: -3; RORg inh: inconclusive; KCNH2 3.1 inh: 9
